# TCR CD3 inh – inhibitors of human TCR-CD3 interaction, primary screen, biochemical, fluorescence, TAMRA-labeled TCR probe | T-cell receptor (TCR) | inhibition, % at 9.4 µM | actives 0.37% (n = 360,000) | AID 651800, 2012; in the data active = inhibition above about 19%;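 note: recombinant mutant TCR 2C K166C tagged with TAMRA read by polarization; 0% = receptor in buffer alone and 100% = receptor with positive control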
# rCAG RNA binder – binders of r(CAG) RNA repeats, primary screen, biochemical, fluorescence. r(CAG) RNA repeat, TO-PRO-1 dye displacement fluorescence. inhibition, % at 3 µM. actives 1.3% (n = 370,000). AID 651821, 2012;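 active = inhibition above the plate cutoff, the mean of all test compounds on that plate plus 3 SD, cut at about 35% in these data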;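 note: 0% = DMSO alone and 100% = 100 µM mitoxantrone as full dye displacement; higher means more dye released from RNA so lower well fluorescence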
# MBD2 inh – inhibitors of MBD2 binding to methylated DNA, primary screen, biochemical, TR-FRET, DNA-binding domain, human; Methyl-CpG-binding domain protein 2 (Homo sapiens), Q9UBB5; MBD2 binding to methylated oligonucleotide; inhibition, % at 4.4 µM; actives 0.31% (n = 370,000); AID 686964, 2013; in the data active = inhibition above about 13%
# Target sequence (Q9UBB5 whole entry, looked up, the tested form may be a part): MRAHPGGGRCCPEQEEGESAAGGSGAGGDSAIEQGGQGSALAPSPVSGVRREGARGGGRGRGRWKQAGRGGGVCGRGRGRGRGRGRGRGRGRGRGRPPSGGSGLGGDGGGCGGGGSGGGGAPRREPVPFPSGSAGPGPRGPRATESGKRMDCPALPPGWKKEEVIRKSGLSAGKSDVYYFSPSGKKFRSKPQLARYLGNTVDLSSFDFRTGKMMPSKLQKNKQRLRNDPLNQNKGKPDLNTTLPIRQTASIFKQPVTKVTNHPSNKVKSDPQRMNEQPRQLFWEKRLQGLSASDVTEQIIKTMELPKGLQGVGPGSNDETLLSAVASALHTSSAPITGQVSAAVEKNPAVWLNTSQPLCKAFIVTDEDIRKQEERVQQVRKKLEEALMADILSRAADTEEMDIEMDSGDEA
# PRMT1 FP inh – PRMT1 methyltransferase inhibitors, primary screen, biochemical, fluorescence polarization. Protein arginine N-methyltransferase 1 (Homo sapiens), Q99873. recombinant PRMT1, activity-based probe fluorescence polarization. inhibition, % at 2.79 µM. actives 1.3% (n = 370,000). AID 652257, 2013;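 active = inhibition above about 21% made by adding two undisclosed values, limit read from the data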
# TDP2 inh – human TDP2 enzyme inhibitors, primary screen, biochemical, epi absorbance, recombinant enzyme; actives 0.34% (n = 370,000); Tyrosyl-DNA phosphodiesterase 2 (Homo sapiens), O95551; AID 720702, 2013; inhibition, % at 12.8 µM; T5PNP hydrolysis, p-nitrophenol absorbance 415 nm;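 active = inhibition above the mean of all tested compounds plus 3 SD, set per campaign, cut at about 25% in these data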;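 note: 0% = DMSO with enzyme and 100% = buffer with substrate but no TDP2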
#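 System: recombinant human TDP2 / Amount: 120 nM TDP2 per well / Also added: 5 mM T5PNP chromogenic substrate / Doses: 12.8 µM single point, 1% DMSO / Incubation: 2 h at 37 °C / Detection: p-Nitrophenol epi absorbance / Evaluation: % inhibition relative to enzyme-containing and enzyme-free wells / Repeats: singlicate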
# LEDGF integ inh – blockers of LEDGF/p75-dependent integrase strand transfer – biochemical, TR-FRET, high throughput, primary screen; AID 743269, 2014; TR-FRET IN-LEDGF/p75 DNA integration, Eu/Cy5; HIV-1 integrase (with human LEDGF/p75); inhibition, % at 3.7 µM; actives 0.64% (n = 370,000);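 active = inhibition above the screen-wide mean plus 3 SD, cut at about 13% in these data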;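 note: signal is the Cy5 over europium emission ratio at 671 and 618 nm; 0% = plate median of compound wells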
# HTRA1 inh – HTRA1 serine protease inhibitors, primary screen, biochemical, fluorescence polarization, HTS; AID 504803, 2011; Q92743; recombinant HTRA1, FP-rhodamine activity-based probe; actives 0.5% (n = 340,000); inhibition, % at 5.96 µM; in the data active = inhibition above about 36%;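 note: 0% = enzyme with DMSO and 100% = wells lacking enzyme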
# Target sequence (Q92743 whole entry, looked up): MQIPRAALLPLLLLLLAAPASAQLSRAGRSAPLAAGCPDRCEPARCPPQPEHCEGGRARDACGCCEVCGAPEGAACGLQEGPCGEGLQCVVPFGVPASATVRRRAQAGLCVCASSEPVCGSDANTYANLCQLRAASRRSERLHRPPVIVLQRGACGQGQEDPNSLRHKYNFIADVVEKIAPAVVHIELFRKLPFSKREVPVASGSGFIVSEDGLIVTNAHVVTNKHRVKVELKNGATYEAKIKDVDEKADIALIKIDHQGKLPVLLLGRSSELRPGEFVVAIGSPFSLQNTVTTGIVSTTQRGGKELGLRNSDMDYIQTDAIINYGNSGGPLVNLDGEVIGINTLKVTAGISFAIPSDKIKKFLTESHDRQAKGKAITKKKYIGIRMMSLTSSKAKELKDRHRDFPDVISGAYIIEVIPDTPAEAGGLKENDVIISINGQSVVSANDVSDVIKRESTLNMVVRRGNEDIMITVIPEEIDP
# SIAE inh – human SIAE inhibitors, primary screen, biochemical, fluorescence polarization, FP-Rh probe, 1536-well HTS; Sialate O-acetylesterase (Homo sapiens), Q9HAT2; SIAE FP-Rh probe binding; inhibition, % at 9.66 µM; actives 0.69% (n = 370,000); AID 1053197, 2014;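 active = inhibition above a cutoff: mean of compounds within the control limits plus 3 SD of those, cut at about 17% in these data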;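 note: 0% = plate median of compound wells and 100% = probe without SIAE protein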
# mABHD4 FP – ABHD4 inhibitors, primary screen, biochemical, fluorescence polarization, mouse; (Lyso)-N-acylphosphatidylethanolamine lipase (Mus musculus), Q8VD66; purified mABHD4, FP-Rh probe fluorescence polarization; inhibition, % at 8.92 µM; actives 0.54% (n = 370,000);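 active = inhibition exceeding the mean over every tested compound plus 3 SD, cut at about 30% in these data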;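 note: 0% = plate median of compound wells and 100% = S159A mutant with DMSO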
#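 System: mouse ABHD4 enzyme, wild type / Medium: HEPES pH 7.0, NaCl, Pluronic buffer / Reagent: FP-Rh activity-based fluorescent probe / Control set: S159A mutant high control, sample median low control / Detection: fluorescence polarization with parallel and perpendicular emission, 525/598 nm / Schedule: 45 min + 60 min at 25 °C / Compound dosing: 8.92 µM, single dose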
# GC-B act – human GC-B receptor activators, primary screen, HEK293 GC-B cells, cGMP TR-FRET, EC30 CNP. Atrial natriuretic peptide receptor 2 (Homo sapiens), P20594. AID 1920062, 2024. 0% at EC30 CNP, 100% saturating CNP. actives 0.11% (n = 370,000). activation, % at 10 µM;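 active = activation at 10 µM reaching about 35% in either raw or pattern-adjusted values, limit read from the data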
# Starred values were filed as active, the others as inactive; / = no result given.
SMILES,TCR CD3 inh,rCAG RNA binder,MBD2 inh,PRMT1 FP inh,TDP2 inh,LEDGF integ inh,HTRA1 inh,SIAE inh,mABHD4 FP,GC-B act
O=C(Nc1ccc2oc(-c3ccc4ccccc4c3)nc2c1)c1ccc2c(c1)OCCO2,5,2,1,-4,12,-1,-11,-34,0,1
COc1cccc(C(=O)Nc2ccc(NC(=O)C3CC=CCC3C(=O)O)cc2)c1 (stereo unspecified),-5,9,2,6,4,0,-7,0,-4,-8
O=C(O)Cn1cc(C(=S)N2CCCCC2)c2ccccc21,-2,3,3,25*,5,-2,0,-1,15,0
O=C(Cn1ncc2c3ccccc3n(Cc3ccccc3)c2c1=O)NCCCN1CCOCC1,-3,-4,1,4,13,-1,3,-6,1,-3
CC(Oc1ccc(Cl)cc1Cl)C(=O)Nn1cnnc1 (stereo unspecified),8,3,-2,-1,1,1,9,2,3,10
Cc1ccc(C(=O)N/C(=C\c2ccc(C(C)C)cc2)C(=O)NCCCN2CCOCC2)cc1,13,-7,-4,-1,0,4,4,7,3,-1
CN(CC(O)COc1ccccc1F)C1CCCCC1 (stereo unspecified),1,2,-3,-3,6,1,-1,1,2,3
Cc1cccc(N2CCN(C(=O)C3CCN(c4ncnc5c4nc4n5CCCCC4)CC3)CC2)c1C,-12,4,-1,4,-7,-5,-2,2,8,3
O=C(CC1c2ccccc2Oc2ccccc21)N1CCN(c2ccccn2)CC1,3,-3,-1,-1,-1,1,-4,-1,14,-5
CCCNC(=O)COc1coc(CN2CCN(c3ccc(F)cc3)CC2)cc1=O,9,-4,2,-2,12,0,1,5,6,-2
O=C(c1ccc(C(F)(F)F)cc1)N1CCC(=O)N(C(COCc2ccc(Cl)cc2)Cc2ccccc2)CC1 (stereo unspecified),-3,-8,-2,1,-5,0,-43,-4,-17,-1
CCN(CC)S(=O)(=O)c1ccc(/C=C/C(=O)O)cc1,2,-1,0,-1,-4,-4,-2,4,3,1
CNC(=S)Nc1ccc(C23CC4CC(CC(C4)C2)C3)cc1,2,1,0,0,7,1,-28,3,-9,-3
CCOc1ccc(CCNC(=O)c2cn(C)c3ccc(S(=O)(=O)N4CCOCC4)cc3c2=O)cc1OCC,1,1,1,1,14,-2,0,-5,4,-1
O=C(Cc1ccc(-n2c(=O)[nH]c3ccccc3c2=O)cc1)N1CCN(c2ccccc2)CC1,6,-4,1,-2,6,-4,-6,4,2,1
COc1cc(/C=N/NC(=O)c2ccncc2)ccc1OC(=O)c1cccc(F)c1,10,-4,-1,2,12,3,5,-14,-18,3
C[C@H]1CN([C@@H](C)CO)C(=O)c2cc(C#Cc3cccnc3)cnc2O[C@H]1CN(C)Cc1ccc(F)cc1,11,4,-2,-1,3,0,-3,-2,-1,-2
O=C(CCC(=O)N1CCN(C2CCCCC2)CC1)Nc1nnc(C(F)(F)F)s1,7,4,-2,3,5,1,3,1,8,2
CCCCN1C(=O)C(CC(=O)NCC2CCCCC2)CC(C(=O)N(C)C)=C1C (stereo unspecified),4,-2,-1,-3,-2,8,4,8,-2,-2
CCn1c(SCC(=O)O)nnc1-c1cc2c(C)nn(-c3ccccc3)c2s1,-5,27,1,5,5,3,-5,-9,-29,1
O=C(CNC(=O)c1ccc(Br)o1)NCc1ccc2c(c1)OCO2,3,-4,0,-1,-6,-1,2,9,6,3
CC(C)[C@@H](CO)N(C)S(=O)(=O)c1ccccc1Br,4,2,1,0,9,-1,0,1,-1,3
Nc1ccccc1C(=O)N1O[C@@H]2C=C[C@H]1CC2,5,2,-2,-4,-11,-1,8,2,1,2
Cc1cccc(-c2cc(N3CCCN(C)CC3)n3nccc3n2)c1,4,4,-7,-2,5,1,/,1,-4,-4

# (listing goes on)
# Keys – A = TCR CD3 inh; B = rCAG RNA binder; C = MBD2 inh; D = PRMT1 FP inh; E = TDP2 inh; F = LEDGF integ inh; G = HTRA1 inh; H = SIAE inh; I = mABHD4 FP; J = GC-B act
SMILES: COc1ccc(O)c(/C=N/NC(=O)c2c(C)nnn2-c2nonc2N)c1
  A: 25*; B: 2; C: 1; D: 2; E: -2; F: -4; G: 4; H: 4; I: 5; J: -3
SMILES: COc1ccccc1CN1CC(C(=O)NCc2cc(C)on2)CCC1=O (stereo unspecified)
  A: 2; B: -4; C: 1; D: 2; E: -5; F: 2; G: 12; H: 2; I: 0; J: 0
SMILES: C[C@H]1[C@@H](OC(=O)Oc2ccc([N+](=O)[O-])cc2)CC[C@@]23CCCN2C(=O)CCC[C@@H]13
  A: /; B: /; C: 4; D: 1; E: 5; F: 1; G: /; H: 6; I: 6; J: -4
SMILES: COc1ccccc1CN1CC(C(=O)NCc2nccn2C)CCC1=O (stereo unspecified)
  A: 3; B: 0; C: 4; D: -5; E: -12; F: 5; G: 3; H: 1; I: -4; J: -2
SMILES: CC1CCCCN1CCNC(=O)c1ccc2c(=O)n(CCc3ccccc3)c(=O)[nH]c2c1 (stereo unspecified)
  A: -3; B: 7; C: 1; D: -4; E: -1; F: 1; G: -37; H: -9; I: -8; J: -5
SMILES: COc1cccc(/C=C/C(=O)OCC(=O)c2ccccc2)c1OC
  A: 2; B: 3; C: -2; D: -3; E: -1; F: -3; G: -10; H: 9; I: -5; J: 2
SMILES: O=C(Nc1nonc1NC(=O)c1cccs1)c1cccs1
  A: 2; B: 3; C: 0; D: 3; E: 9; F: -2; G: -11; H: -21; I: 1; J: -4
SMILES: c1ccc(-c2ccccc2OCCOCCN2CCOCC2)cc1
  A: 6; B: -2; C: -1; D: -3; E: 23; F: 7; G: 7; H: 13; I: 21; J: 4
SMILES: CCOC(=O)NC(=O)c1cn(CCNCCO)c(=O)[nH]c1=O
  A: 3; B: 0; C: 4; D: -1; E: 1; F: -2; G: -1; H: 4; I: -2; J: -5
SMILES: COc1ccc(O)c(/C=N\NC(=O)CCn2nnc3ccccc32)c1
  A: 2; B: 5; C: -2; D: 1; E: -11; F: -6; G: 1; H: 0; I: -5; J: -5
SMILES: COc1ccccc1NC(=O)Cn1nc(C(F)(F)F)c2c1CCCC2
  A: -4; B: -9; C: 2; D: 1; E: 3; F: 0; G: -12; H: -3; I: -1; J: 3
SMILES: CCNC(=O)COC(=O)C1CCC(=O)N(c2ccc(OC)cc2)C1c1ccc(OC)cc1 (stereo unspecified)
  A: 0; B: -6; C: -3; D: 3; E: 3; F: -1; G: 3; H: 5; I: 14; J: -2
SMILES: CCCCCCCCNc1nc(Cl)nc(NCc2ccco2)n1
  A: -3; B: 0; C: 3; D: 0; E: -7; F: 2; G: 0; H: -2; I: -2; J: 4
SMILES: Cc1c(C)c2ccc(OCC(=O)Nc3ccc(N4CCC(C)CC4)cc3)cc2oc1=O
  A: 2; B: 2; C: -1; D: -1; E: -12; F: 0; G: 13; H: -4; I: 2; J: 0
SMILES: O=C(CNC(=O)c1ccncc1)N/N=C/c1ccc(Br)cc1
  A: 16; B: -2; C: -1; D: 4; E: 6; F: 0; G: 1; H: -2; I: 3; J: -5
SMILES: CCCCNc1ccc2c3c(cccc13)C(=O)N(CCCC)C2=O
  A: 4; B: -310; C: -5; D: 155*; E: -12; F: 0; G: 19; H: 19*; I: 52*; J: 8
SMILES: COc1cccc(C(NC(C)=O)c2nc(/C=C/c3ccccc3)cs2)c1 (stereo unspecified)
  A: 0; B: 1; C: -6; D: -6; E: 3; F: 2; G: /; H: -5; I: -15; J: 0
SMILES: CCOC1OC(=O)C(Cl)=C1Nc1ccc(C)cc1C (stereo unspecified)
  A: -4; B: 0; C: 3; D: -1; E: -3; F: -1; G: 6; H: -4; I: 3; J: -1
SMILES: Cc1cc(-c2ccco2)n(CC(=O)NCCCc2ccccc2)n1
  A: -1; B: 5; C: 9; D: 47*; E: -4; F: 7; G: -9; H: -2; I: -8; J: 2
SMILES: CCc1nc2c(OCCOc3ccc(F)cc3)cccn2c1N(C)C(=O)c1ccccc1F
  A: 1; B: 2; C: -6; D: 1; E: 1; F: 2; G: /; H: 2; I: 12; J: -1
SMILES: CCn1nc(C(=O)Nc2cccc(C(F)(F)F)c2)c(Cl)c1Cl
  A: 9; B: 0; C: -5; D: -2; E: 0; F: 1; G: -14; H: 2; I: -4; J: /
SMILES: CCn1c2ccccc2c2cc(NC(=O)CSc3nnc(-c4cccc(C)c4)o3)ccc21
  A: -1; B: 14; C: 2; D: -4; E: 3; F: 1; G: -12; H: 14; I: -4; J: -2
SMILES: O=C(CN1C(=O)C2C3C=CC(C3)C2C1=O)Nc1ccc2nccnc2c1 (stereo unspecified)
  A: 2; B: 3; C: -11; D: -1; E: -8; F: 1; G: 4; H: -4; I: 3; J: -4
SMILES: COc1ccc(S(=O)(=O)Nc2cc(C(=O)NCCCOC(C)C)ccc2N2CCOCC2)cc1
  A: 3; B: -7; C: -1; D: -3; E: 11; F: -1; G: 3; H: -2; I: -7; J: 2
SMILES: O=C(NCc1ccc2c(c1)OCO2)c1ccc(CSCc2ccc(Cl)cc2)o1
  A: -5; B: 3; C: -5; D: -1; E: 5; F: 0; G: -31; H: -4; I: -18; J: 1
SMILES: Cc1cc(OCCNCCO)cc(C)c1Cl
  A: -3; B: 0; C: -3; D: -5; E: 3; F: -2; G: 3; H: 6; I: -4; J: 0
SMILES: CCN=C1SC(CC(=O)NC(C)C)C(=O)N1CC (stereo unspecified)
  A: -4; B: 3; C: -2; D: -1; E: 6; F: -4; G: 14; H: 7; I: -1; J: 6

# One compound at a time (already shown). Values in the order: TCR CD3 inh	rCAG RNA binder	MBD2 inh	PRMT1 FP inh	TDP2 inh	LEDGF integ inh	HTRA1 inh	SIAE inh	mABHD4 FP	GC-B act
# COc1ccc(S(=O)(=O)Nc2cc(C(=O)NCCCOC(C)C)ccc2N2CCOCC2)cc1 is listed as 3	-7	-1	-3	11	-1	3	-2	-7	2
# O=C(CN1C(=O)C2C3C=CC(C3)C2C1=O)Nc1ccc2nccnc2c1 (stereo unspecified) is listed as 2	3	-11	-1	-8	1	4	-4	3	-4
# CCn1nc(C(=O)Nc2cccc(C(F)(F)F)c2)c(Cl)c1Cl is listed as 9	0	-5	-2	0	1	-14	2	-4	/
# CCN=C1SC(CC(=O)NC(C)C)C(=O)N1CC (stereo unspecified) is listed as -4	3	-2	-1	6	-4	14	7	-1	6
# CCn1c2ccccc2c2cc(NC(=O)CSc3nnc(-c4cccc(C)c4)o3)ccc21 is listed as -1	14	2	-4	3	1	-12	14	-4	-2

# Some of the compounds tested. The share of hits here may be higher or lower than overall.
